NPYLR7 ag = agonists of mosquito NPYLR7 receptor, primary screen, cell-based, Aedes aegypti, calcium fluorescence, mosquito biting behavior; HEK293T NPYLR7/Galpha15, GCaMP6s calcium fluorescence; activation, % at 10 µM; AID 1259423, 2018; 0.15% of 270,000 active; in the data active = activation above about 40%;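 also: 0% = vehicle and 100% = reference agonist at the receptor; some compounds past the cut are filed as inactive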
mcGAS inh = cyclic GMP-AMP synthase inhibitors, mouse, primary biochemical chemiluminescence | recombinant cGAS, Kinase-Glo ATP depletion luminescence | 0.15% of 160,000 active | inhibition, % at 12.5 µM | AID 1259399, 2018;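 also: 0% = negative control wells and 100% = reference inhibitor with no enzyme activity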
hcGAS lum = Primary biochemical luminescence assay for human cyclic GMP-AMP synthase inhibitors; recombinant h-cGAS, ATP depletion, Kinase-Glo luminescence; inhibition, % at 12.5 µM; AID 1259398, 2018; Q8N884; 0.081% of 290,000 active;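 also: 0% = vehicle reaction and 100% = reaction without DNA for no activity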
Target sequence (Q8N884 whole entry, looked up): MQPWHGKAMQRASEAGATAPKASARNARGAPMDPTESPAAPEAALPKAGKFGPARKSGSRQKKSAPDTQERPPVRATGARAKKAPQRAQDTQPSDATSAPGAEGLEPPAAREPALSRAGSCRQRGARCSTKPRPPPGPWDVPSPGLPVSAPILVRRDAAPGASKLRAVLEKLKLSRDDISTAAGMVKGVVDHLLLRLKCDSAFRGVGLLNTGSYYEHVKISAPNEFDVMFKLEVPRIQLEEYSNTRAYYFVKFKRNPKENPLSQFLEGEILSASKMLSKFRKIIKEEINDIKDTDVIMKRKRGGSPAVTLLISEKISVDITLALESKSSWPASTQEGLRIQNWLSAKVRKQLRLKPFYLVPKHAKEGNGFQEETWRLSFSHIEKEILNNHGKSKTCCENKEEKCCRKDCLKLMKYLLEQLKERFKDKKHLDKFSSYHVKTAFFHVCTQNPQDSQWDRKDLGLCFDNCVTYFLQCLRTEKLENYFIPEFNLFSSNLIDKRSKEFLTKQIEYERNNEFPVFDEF
The depositor's hits bear a star; . = not tested or not shown; & = joins results of further samples. Rule as the data show it, unless noted: active = inhibition above about 40%; inactive = the rest.

SMILES	NPYLR7 ag	mcGAS inh	hcGAS lum
COc1cccc(OC)c1C(=O)N1CCN(C(C(=O)NCCC(C)C)C2CCCC2)CC1 (stereo not given)	-7.7	-4.7	-5.7
CCc1nnc2n1CCN(CC(=O)NN1C(=O)NC(C)(CC)C1=O)C2 (stereo not given)	6.6	.	-3.6
COCCN(Cc1cccs1)C(=O)C1=NN(C)C(=O)CC1	-3.2	-15.0	-3.9
Cc1ccc(N2CCN(S(C)(=O)=O)CC2)nn1	-12.7	-11.2	-7.4
CC(C)CCN1CCNC(=O)C1CC(=O)NCCc1ccc(F)cc1 (stereo not given)	4.7	.	-6.1
CCC(NC(=O)/C=C/c1ccncc1)c1nc2ccccc2[nH]1 (stereo not given)	-1.1	-10.0	-5.8
COc1ccccc1-c1cc(C(=O)N2CCN(Cc3ccc4c(c3)OCO4)CC2)nc2cc(C(C)(C)C)nn12	15.2	-6.4	-7.1
O=S(=O)(Nc1ccc(F)c(F)c1F)c1ccc(Cl)cc1F	-4.9	.	-6.8
CC1CCc2c(sc(NC(=O)c3ccccc3Cl)c2C(=O)N2CCCCCC2)C1 (stereo not given)	0.4	-9.4	-6.0
CSc1ncccc1C(=O)N1CCCC(CO)(Cc2ccc(F)cc2)C1 (stereo not given)	17.5	.	-6.1
Fc1ccc(Nc2nc3ccc(Cl)cc3n3cnnc23)c(F)c1	7.9	-3.6	-3.3
O=C(O)C(Cc1ccccc1)NC(=O)C1CC(c2ccc(Cl)cc2)=NO1 (stereo not given)	-1.0	-5.0	-2.6
O=C(Cc1cccs1)NCCn1ncc2c(N3CCN(c4ccccc4)CC3)ncnc21	0.4	-7.9	-8.8
O=C(Nc1ccc(Oc2ccccc2F)cc1)C1CCN(C(=O)c2ccncc2)CC1	-2.5&2.9	.	1.4&-8.0
CC(c1ccccc1)N(C)CC(=O)Nc1sc2c(c1C#N)CCC2 (stereo not given)	11.5	.	-12.3
CC(C)(O)C#Cc1ccc(C(=O)NCc2cnn(-c3ccc(F)cc3)c2)o1	5.3	-17.9	-7.4
Cc1ccc(OCCn2c(SCCO)nc3ccccc32)c(C(C)C)c1	9.3	-4.5	-2.5
O=C(NCCN1CCCC1)c1cc(-c2ccc(F)cc2)nc2cc(-c3ccccc3)nn12	9.9	-7.0	-5.8
Fc1ccc(CCC2CCCN(CCCn3cnnn3)C2)c(F)c1 (stereo not given)	3.9	-10.1	-3.6
C1Cc2sc3nc(CN4CCOCC4)nc(NC4CCCC4)c3c2C1	5.9	-7.2	-16.6
CCC(C)C(=O)N1CCCC(C(=O)N(C)Cc2cccc(O)c2)C1 (stereo not given)	6.6	-9.0	-8.8
COc1ccc(C=C2SC(=S)N(NC(=O)Cc3ccccc3)C2=O)cc1OC	-0.3	-5.0	-7.7
COc1ccc(C2CCCN2C(=O)C=Cc2ccccc2Br)c(OC)c1 (stereo not given)	-0.4	-6.6	-5.1
O=C1N(Cc2ccccn2)C(=O)C2(CCN(C3Cc4ccccc4C3)CC2)N1Cc1ccccc1	-9.2	1.3	-2.8

Part of the list above in another layout.
SMILES | NPYLR7 ag | mcGAS inh | hcGAS lum
O=C(Nc1ccc(Oc2ccccc2F)cc1)C1CCN(C(=O)c2ccncc2)CC1 | -2.5&2.9 | . | 1.4&-8.0
CC(c1ccccc1)N(C)CC(=O)Nc1sc2c(c1C#N)CCC2 (stereo not given) | 11.5 | . | -12.3

Going on with the list.
SMILES	NPYLR7 ag	mcGAS inh	hcGAS lum
CC(Nc1nc(-c2cccs2)nc2ccccc12)C1CCCO1 (stereo not given)	7.3	.	0.5
CCC(C)N(CC#Cc1ccccc1)C(=O)CC1=CCNCC1 (stereo not given)	-1.6	.	-1.1
O=C(CCC1CCN(Cc2cnn(-c3ccccc3)c2)CC1)Nc1ccccc1Cl	5.3	-12.0	-11.7
O=C(Nc1ccc(-c2cscn2)cc1)C1CCCN(Cc2ccoc2)C1 (stereo not given)	12.8	.	-5.5
CC1CN(C)CCN1C(=O)C(C)(C)c1ccc2c(c1)OCCO2 (stereo not given)	5.4	-11.0	-6.4
Cc1ccc(C=NNC(=S)NCc2ccco2)o1	-0.8	.	-8.6
CCN(CC)C(=O)C(Cc1ccccc1)NCC(=O)Nc1ccc(C)cc1 (stereo not given)	-0.7	.	-5.8
CNC(=O)c1ccc(N2C(=S)N(c3ccc(C#N)c(C(F)(F)F)c3)C(=O)C2(C)C)cc1F	-3.4	-8.7	-4.9
O=C(C=Cc1ccco1)NNC(=O)c1cccs1	11.5	-0.4	1.3
CCOc1cn2c(cc1=O)C(=O)N(CCNC(=O)c1cc(Cl)ccc1OC)CC2	12.4	.	-7.3
CC(=O)N1CCC(C(=O)Nc2ccc(N3CCCC3)c(Cl)c2)CC1	9.5	.	-11.4
Cc1ccc(NC(=O)CC(=O)N[C@H](CO)Cc2ccccc2)c(C)c1	-6.7	-0.9	-1.9

Complete entries from above. Values in the order: NPYLR7 ag | mcGAS inh | hcGAS lum
`CC(=O)N1CCC(C(=O)Nc2ccc(N3CCCC3)c(Cl)c2)CC1` is listed with 9.5 | . | -11.4
`CCOc1cn2c(cc1=O)C(=O)N(CCNC(=O)c1cc(Cl)ccc1OC)CC2` is listed with 12.4 | . | -7.3
`CNC(=O)c1ccc(N2C(=S)N(c3ccc(C#N)c(C(F)(F)F)c3)C(=O)C2(C)C)cc1F` is listed with -3.4 | -8.7 | -4.9
`O=C(C=Cc1ccco1)NNC(=O)c1cccs1` is listed with 11.5 | -0.4 | 1.3
`Cc1ccc(C=NNC(=S)NCc2ccco2)o1` is listed with -0.8 | . | -8.6

Next entries follow:
SMILES	NPYLR7 ag	mcGAS inh	hcGAS lum
Cc1nc(C)c(C(=O)NCC2(N(C)Cc3ccccc3)Cc3ccccc3C2)s1	0.4	.	-0.9
CC(C(=O)NC1CCCC1)N1CCN(S(=O)(=O)c2ccccc2)CC1 (stereo not given)	1.0	.	0.3
COc1ccc(N2C(=O)NC(c3ccc(OCC#N)cc3)C(C(=O)N3CCOCC3)=C2C)cc1 (stereo not given)	1.8	-14.7	-4.0
COc1ccc(C(=O)Nc2ccc(Nc3ccc(-n4cccn4)nn3)cc2)cc1	-8.3	-7.4	-1.7
Cc1nn(-c2ccccc2)c(Oc2ccc(F)cc2F)c1CN(CC(O)COc1ccccc1)C(C)C (stereo not given)	-3.6	0.5	4.6
Cc1ccc(C)c(Cn2c(=O)c3c(nc4n3CCN4c3ccc(C)c(C)c3)n(C)c2=O)c1	2.4	.	-6.3
CCCc1ccc(CN2CC[C@@]3(O)CCN(S(=O)(=O)N(C)C)C[C@H]3C2)o1	.	-5.7	-10.0
CCOC(=O)[C@@H]1C[C@H]2CN(CCOC)C(=O)c3cccc(c32)N1C(=O)c1ccc(C)cc1	0.8	-7.4	-11.1
O=C(NCc1cccs1)c1cccnc1N1CCN(C(=O)c2ccco2)CC1	25.7	-10.7	-7.2
O=C(NC1CCN(c2ccccc2C(=O)NCCc2ccccc2)CC1)c1cccs1	15.3	-4.8	-7.7
O=C(CNC(=O)C1CC1(c1ccccc1)c1ccccc1)Nc1ccc2c(c1)CCC2 (stereo not given)	6.5	0.3	-8.6
COc1cc(NC(=O)c2nccnc2-c2nc3ccccc3s2)cc(OC)c1	1.0	-6.9	-0.3
C/C(=N/N=C1\NC(=O)C(CC(=O)Nc2ccc(C)c(Cl)c2)S1)c1ccc(F)cc1 (stereo not given)	3.2	.	-4.5
CC(=O)N1CCC(C(=O)Nc2nn(Cc3ccc(COc4ccccc4)cc3)c3ccccc23)CC1	15.4	-5.7	-5.8
O=C(C1CCCC1)N(Cc1ccc(F)cc1)CC1CC(c2ccc3c(c2)OCO3)=NO1 (stereo not given)	21.4	-10.8	-10.8
COc1cc(C)ccc1S(=O)(=O)NC(=O)C1(C)CCN1C(=O)C(C)(C)c1ccccc1 (stereo not given)	8.5	.	-4.6
Cc1cccc(NC(=O)Nc2ccc(Nc3cc(OC(C)C)nc(C)n3)cc2)c1	-8.0	.	2.9
CCOc1ccc(C2C(c3nc4ccccc4s3)=C(O)C(=O)N2c2cc(C)on2)cc1OC (stereo not given)	-1.5	.	-2.1
C#CCn1c(=NC(=O)c2ccnn2C)sc2c(C)cc(C)cc21	.	-5.4	-4.8
O=C(O)C1CCN(C(=O)c2ccc(-c3ccc(Cl)cc3)s2)CC1	3.8	.	-8.2
CCOCCOC1CCCN(C(=O)COc2ccc(Cl)cc2)C1 (stereo not given)	-8.7	-4.9	-4.4
CN(C)CCCN(C(=O)c1ccc(F)cc1)c1nc2ccc(Br)cc2s1	1.7	-7.0	-5.6
CNS(=O)(=O)c1ccc(CCC(=O)NCCc2ccc3c(c2)OCO3)cc1	11.1	-8.2	-6.9
CCOC(=O)C1(Cc2cccc(OC)c2)CCCN(C(=O)CCN2CCCCO2)C1 (stereo not given)	16.1	.	-4.8
Cc1ccc2oc(C(=O)NCCOc3nonc3C)cc2c1	14.5	-14.0	-3.6
COC(=O)[C@@H](NCc1nc(-c2ccccc2C)no1)c1ccccc1	1.7	-16.6	-7.2
Cc1ccccc1-c1cnnc(N2CCCC(OCc3cccnc3)C2)n1 (stereo not given)	-3.8	-5.4	-3.0
CCC(CC)C(=O)N(C)c1c(C)nc2ccc(C(=O)N3CCN(C(C)=O)CC3)cn12	12.5	-2.6	-3.2
Cc1nc(-n2nc(C3CC3)cc2NC(=O)COc2ccc(Cl)cc2)[nH]c(=O)c1C	16.8	.	-1.2
CN(C)C(=O)c1ccc(NC(CCO)C2CCCCC2)nc1 (stereo not given)	-0.7	.	-2.4
CC1CCCCC1N(C)C(=O)COC(=O)C1CCC(NC(N)=O)CC1 (stereo not given)	2.5	.	-11.3
CC(C)N1C(=O)COCc2ccc(-c3ccccc3)cc21	4.8	.	-8.6
C=CCOC(Cn1ccnc1)c1ccc(Cl)cc1Cl (stereo not given)	-13.9	.	-4.9
CCNc1cc(C)nc(N2CCN(C(=O)c3ccccc3)CC2)n1	9.9	.	-8.7
CN(Cc1n[nH]c2c1CCCCC2)C(=O)CC1NC(=O)c2ccccc21 (stereo not given)	9.0	.	0.7
O=C(CN1CCC2(CC1)NC(=O)N(Cc1ccc(Cl)cc1)C2=O)N1CCOCC1	0.1	-8.5	-6.2
Cc1nn(C)c(C)c1CCc1nc(-c2cccc(CO)c2)no1	17.7	.	-6.2
CCn1c(SCC(=O)c2ccc[nH]2)nnc1-c1ccncc1	-6.3	.	0.7
CC(=O)N(C)c1ccc(-c2cccc(O)c2)cc1	6.6	.	-2.4
CC(=O)c1cccc(CN2CCN(Cc3ccc(C)cc3)C(CCO)C2)c1 (stereo not given)	14.6	-11.9	-8.6
CCOC(=O)c1c(C)c(C(=O)CN(Cc2ccco2)S(=O)(=O)/C=C/c2ccccc2)c(C)n1CC	5.3	-3.2	-3.3
Cn1c(=O)n(C)c2cc(CNC(=O)C3CCC(=O)N(Cc4ccccn4)C3)ccc21 (stereo not given)	-2.1	.	-3.5
Cc1ccc(-c2[nH]ncc2CNC2(c3ccccc3)CC2)cc1C	7.7	.	-8.6
CC(=O)N1N=C(c2cn(-c3ccccc3)nc2-c2ccccc2)CC1c1ccccc1O (stereo not given)	10.3	.	-3.6
CN(C)c1nc(Oc2ccc(OCCOc3ccccc3)nn2)nc(N(C)C)n1	14.9	.	-8.2
COCCN(C(=O)Cc1c(C)noc1C)c1c(N)n(CC(C)C)c(=O)[nH]c1=O	5.3	.	-1.2
N=C1c2ccccc2CN1c1ccc(S(=O)(=O)N2CCCCC2)cc1	1.1	.	-2.9
O=C1CN(C(=O)c2nn(CCCc3ccccc3)c3c2CN(C(=O)CC2=CCCCC2)CC3)CCN1	14.7	-6.3	-22.3

Taken from the results shown for reference:
SMILES	NPYLR7 ag	mcGAS inh	hcGAS lum
Cc1nn(C)c(C)c1CCc1nc(-c2cccc(CO)c2)no1	17.7	.	-6.2
CCn1c(SCC(=O)c2ccc[nH]2)nnc1-c1ccncc1	-6.3	.	0.7

Later entries.
SMILES	NPYLR7 ag	mcGAS inh	hcGAS lum
Nc1c(Sc2ccc(Br)cc2)c(Sc2ccc(Br)cc2)c(N)c2c1C(=O)c1ccccc1C2=O	1.5	23.9	-2.6
O=C(NC(c1ccc(-c2ccccc2)cc1)c1cnccn1)C1CCN(Cc2ccc(Oc3ccccc3)cc2)CC1 (stereo not given)	2.9	-3.6	-0.6
CCN(CC)C(=O)c1cc(-c2ccc(OC)cc2)nc2cc(C(C)(C)C)nn12	5.0	-10.6	-2.2
CC(C)Cc1ccc(CCCO)cc1	18.7	.	-14.1
COCCCN(CC(=O)Nc1cc(C(C)(C)C)nn1-c1ccc(C)cc1C)C(=O)Nc1ccc(SC)cc1	4.7	-4.7	-10.4
Cc1cc(-n2c(C)cc(C(=O)CSc3nnc(C)s3)c2C)no1	0.0	-5.0	-9.1
CC(=O)N1CCN(C(=O)CC2CSc3ncc(C)c(=O)n32)CC1 (stereo not given)	-1.5	.	-0.2
CC(C)C[C@@H](N)C(=O)N(C)Cc1cc(C(C)(C)C)n[nH]1	26.9	.	-4.3
N#Cc1nc(-c2ccco2)oc1N1CCN(C2CCOC2=O)CC1 (stereo not given)	7.1	.	-8.9
COc1cc(OC)cc(N(C)S(=O)(=O)c2ccsc2C(=O)n2nc(C)cc2C)c1	0.6	-7.3	-2.0
CCC1CCCCN1C(=O)c1ccc2nc(Cc3ccc(OC)cc3)oc2c1 (stereo not given)	4.0	.	-0.9

Screening data from PubChem.
